Screens deposited in PubChem by The Scripps Research Institute Molecular Screening Center.
TbREL1 inh: TbREL1 inhibition, primary screen; P86926; actives 0.49% (n = 89,000); AID 1117264; inhibition, % at 9.66 µM; TbREL1 RNA ligation, FRET fluorescence;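 active = inhibition above the mean inhibition across all screened compounds plus 3 SD, cut at about 11% in these data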;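 note: 0% = plate median of test wells and 100% = NSC42067 control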
Target sequence (P86926 whole entry, looked up): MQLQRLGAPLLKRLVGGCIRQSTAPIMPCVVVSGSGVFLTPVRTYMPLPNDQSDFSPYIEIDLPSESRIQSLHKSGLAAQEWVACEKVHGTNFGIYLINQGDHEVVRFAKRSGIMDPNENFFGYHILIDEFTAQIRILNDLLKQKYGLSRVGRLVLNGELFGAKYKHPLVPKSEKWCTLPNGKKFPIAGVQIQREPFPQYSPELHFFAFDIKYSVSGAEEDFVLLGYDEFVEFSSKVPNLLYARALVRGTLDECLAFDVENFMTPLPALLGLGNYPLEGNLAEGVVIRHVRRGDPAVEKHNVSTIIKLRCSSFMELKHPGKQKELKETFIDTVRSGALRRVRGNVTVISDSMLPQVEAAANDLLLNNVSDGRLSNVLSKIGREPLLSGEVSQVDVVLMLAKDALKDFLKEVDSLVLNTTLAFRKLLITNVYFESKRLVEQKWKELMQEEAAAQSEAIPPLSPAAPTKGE
* = called active by the depositor. These rows are one share of the data; count on the stated rates, not on these rows.

SMILES	TbREL1 inh
COC(=O)c1ccccc1NC(=O)Cn1cnc([N+](=O)[O-])c1	4.5
COCCOCC(O)CN1CCN(c2ccccc2)CC1 (stereo not drawn)	3.7
Cc1csc(NC(=O)CCNC(=O)c2ccc([N+](=O)[O-])cc2)n1	2.7
O=C(Nc1ccc2c(c1)OCO2)C1CC1(Cl)Cl (stereo not drawn)	0.1
COc1cccc2c1cc1c(=O)n(CC(=O)N3CCCCCC3)nc(C)n12	-0.3
O=C(Cc1cccs1)Nc1ccon1	1.1
COc1cccc(NC(=O)c2ccccc2C(F)(F)F)c1	1.1
O=S(=O)(c1ccc(S(=O)(=O)N2CCCN(Cc3ccccc3)C2)cc1)N1CCCCCC1	1.6
CCCCC(=O)NC(=S)Nc1nnn(CCC)n1	-4.2
COc1ccc(-c2cc(C(=O)Nc3cc(C)on3)c3ccccc3n2)c(OC)c1	3.5
CC(C)NC(=O)Nc1ccc2c(c1)C(=O)N([C@H](C)CO)C[C@H](C)[C@@H](CN(C)Cc1ccc3c(c1)OCO3)OCCCC[C@@H](C)O2	-6.2
COc1cccc(-c2nn(C)c3sc(C(=O)NCc4ccco4)cc23)c1	-2.8
CCn1c(SCc2ccc(C)cc2)nnc1C1CCN(S(=O)(=O)c2ccc(OC)cc2)CC1	-1.1
O=C(O)/C=C/c1cccc(NC(=O)c2ccccc2)c1	0.5
COC(=O)c1ccc(NC(=O)CCN2C(=O)NC(C)(C)C2=O)cc1	0.6
CSc1nsc(SCC(=O)Nc2ccc(Cl)c(C(=O)O)c2)n1	1.6
Cc1ccccc1C(=O)NC1CCN(Cc2nnnn2C2CCCC2)CC1	-0.6
O=S1(=O)c2ccc(N3CC[C@H](O)C3)cc2OCCCN1C1CC1	3.3
Cc1ccc(C)c(NC(=O)CN(C)C(=O)c2ccc3[nH]c4c(c3c2)CC(C)CC4)c1 (stereo not drawn)	-8.3
Cc1c(Cl)cccc1NC(=O)CNC(=O)C1CC(=O)N(C2CCCC2)C1 (stereo not drawn)	2.9
CNC(=S)NC12CC3CC(CC(C3)C1)C2	-6.1
Cc1ccn2c(=O)nc(SCC(=O)c3ccccc3)nc2c1	0.1
O=C(CCSc1nnc(-c2ccco2)o1)Nc1ccc(F)cc1	-2.8
CCOc1ccc(S(=O)(=O)N(C)CC(=O)NCCN2CCOCC2)cc1	4.6
O=S(=O)(c1cccs1)N1CCN(c2ncccn2)CC1	3.8
CC(=O)C1=C(C)N(Cc2ccccc2)C(=S)NC1c1cccc(Br)c1 (stereo not drawn)	-5.8
CC(C)C[C@H]1CN([C@@H](CC(C)C)CN2CCC[C@H]2CN2C(=O)C(=O)NC[C@@H]2Cc2ccc(O)cc2)C(=O)C(=O)N1CC1CCCCCC1	-1.5
Cc1ccc(C(=O)O)cc1-n1c(C)cc(C=O)c1C	4.5
CCOc1ccc(-n2c(SCC(=O)Nc3ccc(S(=O)(=O)Nc4cc(C)nc(C)n4)cc3)nnc2-c2ccco2)cc1	-0.8
CCOC(=O)N1CCN(C2=NC3(CCCCC3)C(C#N)C(=O)N2)CC1 (stereo not drawn)	0.4
O=C(O)c1ccccc1C(=O)c1cccc2c(F)cccc12	-0.6
O=C(Nc1ccc(OC(F)(F)F)cc1)c1n[nH]c(Cn2cncn2)n1	2.0
Cc1ccc2c(C)nc(/N=C(\N)NC(=O)N3c4ccccc4Sc4ccccc43)nc2c1	-1.8
Cc1cc(C2=CC(=O)C[C@H](c3ccc4c(c3)OCO4)C2)ccc1F	3.2
Cc1ccc(-n2nnnc2SCC(=O)NCCC2=CCCCC2)c(C)c1	1.0
CCOc1ccc(S(=O)(=O)N2CCOCC2)c2ccccc12	-1.5
O=C(Cn1cnc2c(nnn2-c2ccc(F)cc2)c1=O)N1CCCC1	5.0
COc1ccc(C2CC(c3ccccc3)n3nc(NC(=O)c4cccs4)nc3N2)cc1 (stereo not drawn)	1.1
COc1ccc(NC(=O)C2=CCN(S(=O)(=O)c3ccccc3)CC2)cc1OC	-0.8
O=C(CN(Cc1ccccc1)S(=O)(=O)c1ccc(Br)cc1)NCc1ccco1	0.2
COc1ccc(C(=O)N/C(=C\c2cc(OC)c(OC)cc2[N+](=O)[O-])C(=O)NCC(=O)O)cc1	4.1
Cc1ccc(-c2ccccc2NC(=O)CCl)o1	4.5
COc1ccc(C(=O)NCCc2ccc(C)cc2)cc1OC1CCN(C(C)=O)CC1	-1.3
CN(c1ccccc1)S(=O)(=O)c1cccc(NC(=O)CN2C(=O)NC3(CCCC3)C2=O)c1	-1.1
CC(C)(C)c1nc(SCC(=O)Nc2nc3c(s2)CCCC3)c2ccccc2n1	0.2
CCCOC(=O)c1ccc(NC(=O)CSC2=Nc3ccccc3C3CC=NN23)cc1 (stereo not drawn)	5.2
CCN(Cc1ccccc1)C(=O)Cc1c[nH]c2ccccc12	-3.5
C[C@@H]1CN([C@@H](C)CO)C(=O)Cc2cc(NS(=O)(=O)c3ccccc3)ccc2O[C@H]1CN(C)Cc1ccncc1	-3.8
Cn1c(N/N=C2\CCCc3ccccc32)nc2c1c(=O)n(Cc1ccccc1)c(=O)n2C	3.4
CCOC(=O)CCCNC(=O)COC(=O)c1cccc(F)c1	1.4

New compounds follow.
SMILES	TbREL1 inh
COc1ccc(NC(=O)CSc2nc(C)cc(=O)[nH]2)cc1OC	-0.1
Cc1ccc(NC(=S)NN2CCN(C)CC2)cc1	-4.9
COc1cc(NC(=O)COC(=O)c2ccc([N+](=O)[O-])s2)cc(OC)c1OC	-3.6
Cc1cc(C)n2nc(-c3cnn(C)c3C(F)(F)F)cc2n1	3.0
CCCCOc1ccc(C(=O)Nc2ccc3c(c2)C(=O)NC3=O)cc1	2.3
O=C(N=Nc1c(O)[nH]c2ccc(F)cc12)c1ccc(NS(=O)(=O)c2cccs2)cc1	0.0
COc1ccc(-c2cnnc(N/N=C/c3ccc(OC)c(OC)c3)n2)cc1	11.1*
CN(C)CC1CCCCC1OC(=O)/C=C/c1ccc(Cl)cc1Cl (stereo not drawn)	7.7
CCOC(=O)c1c(C)[nH]c(C(=O)COC(=O)C2CC2C)c1C (stereo not drawn)	0.6
Cc1ccnc(SCCn2c(N3CCOCC3)nc3c2c(=O)[nH]c(=O)n3C)n1	-1.8
CN(C(=O)c1cccc(NC(=O)c2ccccc2)c1)C1CCCCC1	-1.6
CCC[C@H]1[C@@H](NC(=O)C2CCC2)CC[C@@]23CCCN2C(=O)CCC[C@@H]13	2.1
COC(=O)c1ccc(COC(=O)C2CC(O)CN2S(=O)(=O)c2ccc([N+](=O)[O-])cc2)cc1 (stereo not drawn)	-0.2
COc1ccc(-c2nnc(SCC(=O)N/N=C(\C)c3ccc(-c4ccccc4)cc3)n2-c2ccc(C)cc2)cc1	-0.4
O=C(O)CCN(CCC(=O)O)c1ccccc1	-1.7
COc1ccccc1CNC(=O)[C@@H]1CCCN1S(=O)(=O)c1ccc(Cl)cc1	1.3
CC1=C(c2ccccc2)C=NNCC1=O	-3.1
COc1cccc(-c2oc3c(c2-c2ccc(OC)nc2)C(O)CCC3)c1 (stereo not drawn)	-2.4
CCN(c1ccc(NC(=O)CN2C(=O)NC3(CCOc4ccccc43)C2=O)cc1)C(C)C (stereo not drawn)	-7.4
CC(C)(C)n1cnc2cc(NC(=O)c3ccco3)ccc21	0.7

5 records picked at random from the list so far, as already listed:
SMILES	TbREL1 inh
CN(C(=O)c1cccc(NC(=O)c2ccccc2)c1)C1CCCCC1	-1.6
COc1cccc(-c2oc3c(c2-c2ccc(OC)nc2)C(O)CCC3)c1 (stereo not drawn)	-2.4
CC(C)(C)n1cnc2cc(NC(=O)c3ccco3)ccc21	0.7
CCN(c1ccc(NC(=O)CN2C(=O)NC3(CCOc4ccccc43)C2=O)cc1)C(C)C (stereo not drawn)	-7.4
COc1ccc(-c2nnc(SCC(=O)N/N=C(\C)c3ccc(-c4ccccc4)cc3)n2-c2ccc(C)cc2)cc1	-0.4

Next entries:
SMILES	TbREL1 inh
N#Cc1ccc(-c2cccnc2)nc1SCc1ccc(Cl)cc1Cl	1.4
CC1CCCCC12NC(=O)N(CC(=O)OCc1cccc(F)c1)C2=O (stereo not drawn)	0.2
CCCc1nc2ccc(NC(=O)NCCC(=O)OCC)cc2c(=O)n1Cc1ccc(Cl)cc1	-0.2
O=C(Nc1nnc(C(F)(F)F)s1)c1cccnc1	-0.3
O=C(CCCN1C(=O)c2ccccc2C1=O)NCCCn1ccnc1	2.3
CC(=O)NCCN=C(C)c1sc2ccccc2c1O	-3.8
CCOC(=O)C1(C)CCCCN1C(=O)c1ccco1 (stereo not drawn)	2.8
N#Cc1ccc(-c2ccc3c(c2)OCO3)nc1SCC(=O)OCc1ccccc1	4.1
COc1cccc(N2CC(C(=O)Nc3nnc(SCC(=O)Nc4ccc(NC(C)=O)cc4)s3)CC2=O)c1 (stereo not drawn)	-0.4
CC1=NN(c2ccccc2)C(=O)C1/C=C1/NC(=S)NC1=O (stereo not drawn)	-4.6
COc1ccc(-c2c(C)n([O-])c(C)c(C)[n+]2=O)cc1OC	0.3
O=C(CSc1nnc(-c2ccccc2F)n1-c1ccccc1)c1ccc2ccccc2c1	-4.8
O=c1oc2ccc3ccccc3c2cc1-c1nnc(-c2ccccc2)o1	3.5
CCOc1ccc(N(CC(=O)Nc2cccc(F)c2)S(=O)(=O)c2c(C)noc2C)cc1	3.4
CC(C)NC(=O)CSc1nc(-c2cccs2)cc(-c2ccccc2)c1C#N	-0.3
Cc1ccc(C(=O)OCC(=O)c2ccc(CC(=O)N3CCOCC3)s2)cc1C	-0.4
COc1ccc(N2CC(C(=O)Nc3cccc(OC(C)C)c3)CC2=O)cc1 (stereo not drawn)	-0.6
Cc1[nH]c2ccccc2c1C(=O)C(=O)Nc1ccc2c(c1)OCO2	-1.0
CC(C)n1cnc2c(N(C)c3ccccc3)nc(N(CCN(C)C)Cc3ccccc3)nc21	3.0
Cc1ccc(N(C)S(=O)(=O)c2nnc(NC(=O)c3ccco3)s2)cc1	-0.5
COc1ccc(C(NC(=O)C2CCN(Cc3ccc(Oc4ccccc4)cc3)CC2)c2ccccn2)cc1 (stereo not drawn)	0.9
CN1CCN(c2ccc(NC(=O)c3ccc(-c4ccc(Br)cc4)o3)cc2)CC1	-1.3
O=C(NC1CCN(C(=O)c2cccs2)CC1)c1ccccc1	-1.8
O=c1ccn([C@@H]2O[C@H](CNCc3cccn3-c3nccs3)[C@@H](O)[C@H]2O)c(=O)[nH]1	-2.3
Cc1ccc(S(=O)(=O)N2CCCCC2)cc1NC(=O)c1ccc(Cl)nc1	-0.4
Cc1onc(-c2ccccc2Cl)c1C(=O)Nc1ccc(N2CCOCC2)cc1	-5.3
CCOC(=O)N1CCN(C(=O)c2cn(CCOC)c(=O)c3c2c2ccccc2n3C)CC1	-2.1
COc1ccc(OCCC(=O)OCC(=O)Nc2cccc(S(=O)(=O)N3CCOCC3)c2)cc1	-1.7
Cc1[nH]n(-c2ccccc2)c(=O)c1/C=C1/C=c2ccccc2=N1	2.2
Cc1ccc(C(=O)CC(C(=O)O)c2cn(CCC#N)c3ccccc23)cc1 (stereo not drawn)	-0.8
COc1ccccc1-c1cnc(C(O)c2ccc(C)c(F)c2)[nH]1 (stereo not drawn)	-0.4
CCOC(=O)C1CCN(C(=O)C2c3ccccc3C(=O)N(C)C2c2ccc(OC)cc2)CC1 (stereo not drawn)	-1.7
Cc1cccc(OCC(=O)Nc2nnc(S(=O)(=O)N3CCCCCC3)s2)c1	0.3
Cc1nn(CCCC(=O)Nc2cccnc2)c(C)c1[N+](=O)[O-]	1.8
COc1cccc(NC(=O)COC(=O)c2ccccc2C(=O)N(C)c2ccccc2)c1	-2.3
COCCNC(=O)C1C(=O)Nc2ccccc2C(=O)N1C1CCCC1 (stereo not drawn)	-1.7
CCN(CC)c1ccc(NC(=O)c2cccc(OC)c2)c(C)c1	-1.2
CC1(C(=O)NS(=O)(=O)c2ccccc2Cl)CCN1C(=O)CCC1CCCC1 (stereo not drawn)	-0.3
CSc1cc(C)n(-c2ccc(Cl)cc2)c(=S)c1C(C)=O	-2.4
CCOC(=O)c1c(NC2OC(=O)c3c2ccc(OC)c3OC)sc(C(=O)OC(C)(C)C)c1C (stereo not drawn)	-0.9
CCOc1cc(/C=N/N=C(\N)c2nonc2N)cc(Br)c1OCc1cccc2ccccc12	2.2
O=C(NCCO)C(=O)NCC1OCCCN1S(=O)(=O)c1ccc2c(c1)OCCO2 (stereo not drawn)	1.6
O=C(CSc1nc(O)c(Cc2ccccc2)c(=O)[nH]1)Nc1nc2c(s1)CCCC2	-3.1
CCN1CCC(=NNC(=O)CC23CC4CC(CC(C4)C2)C3)CC1	3.6
COc1cc(SC)ccc1C(=O)OCC(=O)NC1CCCCC1	-2.5
CCN(CC(=O)NCc1cccs1)C(=O)c1ccc(S(=O)(=O)Nc2ccccc2)cc1	-1.2
CCCCOc1ccc(CNC(=O)NS(=O)(=O)c2ccc(OCC(C)C)cc2)cc1	-2.0
CCc1nc2ccc(C(=O)NCCCN3CCCC3=O)cn2c1N(CC)C(C)=O	2.8
CC(=O)NNC1=Nc2ccccc2N(C)C(C)C1 (stereo not drawn)	-1.3
CCOC(=O)C1CCN(S(=O)(=O)c2ccc(Cl)s2)CC1	-2.7

(next part)
SMILES	TbREL1 inh
O=C(/C=C/c1ccccc1)OCCN=C1NS(=O)(=O)c2ccccc21	1.5
CC(C)C[C@H]1COc2cc(N3CCSCC3)ccc2S(=O)(=O)N1	5.8
CC(C)OC(=O)C(NC(=O)c1ccccc1)=C1CCCCC1	-1.5
CCCC1(C(=O)OCC)NC(c2ccc(N(C)C)cc2)C2C(=O)N(c3ccc(F)cc3)C(=O)C21 (stereo not drawn)	-5.0
CC(=O)Nc1ccc(SCCN2CC[C@@H](C)CCC2=O)cc1	-0.7
O=C(Cc1cccs1)Nc1cccc(-c2ccc3nncn3n2)c1	3.2
O=C(N/C(=C\c1ccc(Br)cc1)C(=O)N1CCCC1)c1ccccc1F	2.9

Six entries from above, as comma-separated lines.
canonical_smiles,TbREL1 inh
O=C(Cc1cccs1)Nc1cccc(-c2ccc3nncn3n2)c1,3.2
O=C(/C=C/c1ccccc1)OCCN=C1NS(=O)(=O)c2ccccc21,1.5
CC(=O)Nc1ccc(SCCN2CC[C@@H](C)CCC2=O)cc1,-0.7
O=C(N/C(=C\c1ccc(Br)cc1)C(=O)N1CCCC1)c1ccccc1F,2.9
CC(C)C[C@H]1COc2cc(N3CCSCC3)ccc2S(=O)(=O)N1,5.8
CCCC1(C(=O)OCC)NC(c2ccc(N(C)C)cc2)C2C(=O)N(c3ccc(F)cc3)C(=O)C21 (stereo not drawn),-5.0
